Compound activity: PubChem, several laboratories
KOR beta-arrestin-1 = KOR antagonists, beta-arrestin recruitment, cell-based, luminescence, uHTS (AID 1778). KOR beta-arrestin recruitment, luminescence, antagonist mode; higher % means a stronger effect. inhibition, % at 10 µM, or IC50 in µM where a hit was titrated. actives 0.091% (n = 290,000); in the data active means inhibition above about 50%; further: strong numbers were not always called active
UTI89 phage lysis = inhibition of K1F phage lysis, E. coli UTI89, bacterial capsule biogenesis inhibitors, alamar blue (AID 488966) | E. coli UTI89 K1F phage lysis, alamar blue, 2 h; higher % means a stronger effect | inhibition, % at 100 µM, or IC50 in µM where a hit was titrated | actives 0.02% (n = 340,000);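 active means phage lysis inhibition, versus mean bacterial control, above a set limit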;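 further: capsule biogenesis inhibitors block K1F phage lysis so surviving cells raise fluorescence; higher fluorescence means more inhibition of phage lysis; actives were called in the ten point dose series up to 300 µM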
NTR1 ag = NTR1-driven beta-arrestin-GFP spot formation – imaging, U2OS cells, high content, primary screen (AID 493036); actives 0.17% (n = 330,000); agonist mode; activation, % at 20 µM;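 active means activation at or above 40% of the spot to cytoplasm intensity ratio, with at least 20 cells analyzed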;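 further: 0% = DMSO without peptide and 100% = 100 nM NTR1 peptide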
Target sequence (P30989 whole entry, looked up): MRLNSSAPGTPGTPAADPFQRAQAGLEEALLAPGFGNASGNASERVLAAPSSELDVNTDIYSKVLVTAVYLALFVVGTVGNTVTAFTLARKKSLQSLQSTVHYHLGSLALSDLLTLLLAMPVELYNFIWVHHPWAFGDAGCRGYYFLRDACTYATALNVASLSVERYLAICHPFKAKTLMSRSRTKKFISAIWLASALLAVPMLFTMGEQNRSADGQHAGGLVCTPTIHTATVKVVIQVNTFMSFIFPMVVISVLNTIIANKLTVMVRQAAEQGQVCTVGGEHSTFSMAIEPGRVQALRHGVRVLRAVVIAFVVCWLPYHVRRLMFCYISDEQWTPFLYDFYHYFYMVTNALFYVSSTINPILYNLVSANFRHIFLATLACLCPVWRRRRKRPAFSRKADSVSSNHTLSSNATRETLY
GPR55 activation = GPR55 agonists via beta-arrestin recruitment, primary screen, imaging, U2OS cells, beta-arrestin-GFP redistribution (AID 1961); actives 0.048% (n = 290,000); activation, % at 10 µM, or EC50 in µM where a hit was titrated; U2OS GPR55 beta-arrestin-GFP redistribution imaging; higher % means a stronger effect;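 active means activation above 40% with more than 50 cells counted in the well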;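 further: U2OS osteosarcoma cells stably expressing GPR55 and beta-arrestin-GFP; plate controls were DMSO negative control for no effect and LPI positive control for full effect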
GPR35 antagonists = GPR35 antagonists blocking zaprinast-driven arrestin recruitment, primary screen, imaging, U2OS, beta-arrestin-GFP, zaprinast agonist (AID 2058) | U2OS GPR35 beta-arrestin-GFP translocation imaging, zaprinast antagonism; higher % means a stronger effect | actives 0.052% (n = 290,000) | inhibition, % at 10 µM; hits with a dose series show IC50 in µM;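 active means inhibition of at least 50% with at least 30 cells and total cytoplasm GFP at most 10,000,000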
KOR beta-arrestin-2 = KOR agonists, beta-arrestin recruitment, primary screen, cell-based, luminescence, uHTS (AID 1777); activation, % at 10 µM, or EC50 in µM where a hit was titrated; KOR beta-arrestin recruitment, luminescence; higher % means a stronger effect; actives 0.02% (n = 280,000); in the data active means activation above about 50%, passing the limit was not always enough; further: a part of the inactive calls stands beside numbers as strong as those of hits
NOD1 NF-kB reporter = NOD1 signaling inhibitors, primary screen, cell-based, luminescence, uHTS (AID 1578); NOD1-driven NF-kB luciferase reporter cells, luminescence; higher % means a stronger effect; one-dose inhibition, % at 4 µM; EC50 in µM for titrated hits; actives 1% (n = 290,000); in the data active means inhibition mostly above about 36%, no sharp cut-off; inactive means mostly below about 34%;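 further: HEK-293T reporter cells stimulated with the NOD1 agonist gamma-tri-DAP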
GPR55 LPI antagonism = GPR55 antagonists blocking LPI-driven arrestin recruitment, primary screen, imaging, U2OS, beta-arrestin-GFP, LPI agonist (AID 2013); U2OS GPR55 beta-arrestin-GFP translocation imaging, LPI antagonism; higher % means a stronger effect; inhibition, % at 10 µM; hits with a dose series show IC50 in µM; actives 0.13% (n = 290,000);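 active means spots per cell inhibited over 60%, with over 100 cells counted and total cytoplasm intensity under 500,000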;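 further: U2OS cells stably carrying GPR55 and arrestin-GFP stimulated by 5 µM LPI near EC80; imaged beta-arrestin-GFP aggregate spots per cell after agonist stimulation; plate controls were LPI-stimulated DMSO wells for no effect and DMSO wells without LPI for full effect; some results filed as inactive read as strong as hits; confirmed hits need IC50 under 10 µM and bright autofluorescent wells are also inconclusive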
MgcRacGAP inhibition = MgcRacGAP GTPase-activating activity inhibitors, confirmation, biochemical, ADP Hunter fluorescence; AID 624330; actives 0.6% (n = 340,000); MgcRacGAP-stimulated Rac1 GTP hydrolysis, ADP Hunter fluorescence; higher % means a stronger effect; GST-tagged Rac1 F28L mutant substrate; inhibition, % at 30 µM, or IC50 in µM where a hit was titrated;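 active means first-screen hits whose inhibition reached a set limit at any dose in the follow-up dose series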;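 further: fluorescence reports GDP produced by GAP-driven GTP hydrolysis; strong numbers were not always called active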
NTR1 ag cell count 20 µM = second read-out of NTR1 ag, no call of its own (marks repeat the call); cell count; measured here: cell count, cytotoxicity flag
Starred values were filed as active, the others as inactive; x = no result given; [ ] = dose if it differs, or a comment. The list is partial, so the mix of outcomes need not match the whole.

SMILES	KOR beta-arrestin-1	UTI89 phage lysis	NTR1 ag	NTR1 ag cell count 20 µM	GPR55 activation	GPR35 antagonists	KOR beta-arrestin-2	NOD1 NF-kB reporter	GPR55 LPI antagonism	MgcRacGAP inhibition
O=C(CSc1ccc2nnc(-c3cccnc3)n2n1)Nc1ccc(F)cc1	9%	0.1%	2.2	53	0.4%	21%	18%	-5%	-2%	11%
COc1ccc(CN2CC(=O)N(c3ccccc3C)C2=S)cc1OC	-55%	3.6%	2.8	68	-0.2%	-8%	0.4%	-27%	-1%	-4%
O=C(C1CCN(S(=O)(=O)N2CCOCC2)CC1)N1CCc2ccccc21	-12%	x	0.6	45	-0.2%	6%	-2.1%	0%	1%	x
Cc1ccc(C(=O)CC2(O)C(=O)N(CCc3ccccc3)c3ccc(Br)cc32)o1 (stereo not drawn)	-70%	-0.7%	3.7	59	-0.1%	9%	0.7%	8%	-1%	14%
CN(C)CCN(Cc1cc2cc3c(cc2[nH]c1=O)OCO3)C(=S)NCC1CCCO1 (stereo not drawn)	-4%	-0.1%	0.2	46	0.1%	3%	2.8%	-4%	-8%	1%
Cc1nc(C)c(Oc2cccc(C(F)(F)F)c2)c(=O)[nH]1	27%	0.5%	0.3	54	0.6%	7%	-0.8%	1%	-12%	8%
CCCCCNC(=O)C(=O)C1C(=O)Nc2ccccc21 (stereo not drawn)	5%	0.4%	-0.7	59	-0.1%	17%	x	1%	6%	11%
Cc1ccc(NC(=O)Cn2c(/C=C/c3ccccc3)nc3ccccc32)cc1C	x	0.3%	6.3	97	0.2%	-6%	x	-35%	2%	6%
O=C(NCC1CCCO1)c1ccc(CNS(=O)(=O)c2ccc(F)c(Cl)c2)cc1 (stereo not drawn)	-2%	0.0%	0.2	61	0.1%	-10%	-8.0%	-27%	-26%	6%
COc1ccc2c(c1)CCC(C)N2S(=O)(=O)c1ccc(C2CNC(=O)C2)cc1 (stereo not drawn)	-29%	-0.1%	0.4	53	0.6%	-7%	-3.3%	-21%	18%	1%
O=C(Oc1ccccc1)c1ccc(COC(=O)c2cnccn2)cc1	9%	-0.9%	-1.5	63	-0.1%	0%	0.1%	x	13%	8%
O=C(Nc1ccccc1)c1ccccc1O	11%	-0.2%	3.4	65	-0.2%	-5%	0.0%	-34%	8%	10%
O=C(O)CCc1ccc(-c2cccs2)n1NC(=O)c1ccco1	-19%	0.2%	0.9	62	-0.1%	-1%	2.6%	-17%	12%	12%
Cc1ccc[n+](CC(=O)Nc2nc3ccccc3s2)c1	2%[20 µM]	-0.2%	-0.6	33	0.0%	11%	-8.5%	-23%	5%	-6%
O=C1CSC(c2ccncc2)N1Cc1ccccc1 (stereo not drawn)	-1%	0.9%	3.8	47	-0.7%	-6%	-2.6%	2%	4%	5%
NC(=O)Nc1ccc(Cl)cc1	8%	0.3%	0.8	66	-0.2%	-9%	-2.1%	0%	9%	9%
Cc1ccccc1NC(=O)NC1(C(=O)NCC2CCCO2)CCCCC1 (stereo not drawn)	16%	0.7%	-0.7	57	0.3%	6%	-4.0%	-35%	4%	3%
O=C(O)c1ccccc1N/N=C\c1ccnc2ccccc12	-46%	-0.8%	0.4	63	-0.1%	0%	1.1%	11%	26%	1%
COc1cc(CN2CCC(C)CC2)ccc1OCc1ccccc1	-10%[20 µM]	0.1%	0.3	73	0.3%	-1%	-5.3%	-19%	-17%	24%
COc1ccc(N2CCN(c3ncnc4scc(-c5ccc(F)cc5)c34)CC2)cc1	1%	-0.1%[50 µM]	9.5	57	-0.1%	-5%	-3.0%	-2%	-10%	10%

Overlap with the part before: 2 compounds; new compounds follow.
SMILES	KOR beta-arrestin-1	UTI89 phage lysis	NTR1 ag	NTR1 ag cell count 20 µM	GPR55 activation	GPR35 antagonists	KOR beta-arrestin-2	NOD1 NF-kB reporter	GPR55 LPI antagonism	MgcRacGAP inhibition
COc1cc(CN2CCC(C)CC2)ccc1OCc1ccccc1	-10%[20 µM]	0.1%	0.3	73	0.3%	-1%	-5.3%	-19%	-17%	24%
COc1ccc(N2CCN(c3ncnc4scc(-c5ccc(F)cc5)c34)CC2)cc1	1%	-0.1%[50 µM]	9.5	57	-0.1%	-5%	-3.0%	-2%	-10%	10%
O=C(Nc1ccnn1C1CCN(Cc2ccc(CO)o2)CC1)c1ccccc1	-10%	0.0%	0.4	63	0.0%	2%	7.5%	16%	-7%	5%
CCOC(=O)c1nnc2ccnn2c1N	1%	0.1%	-0.8	42	0.2%	11%	3.9%	-3%	-10%	-1%
CCn1cc(CN2CCC(n3nccc3NC(=O)CCc3ccccc3)CC2)cn1	46%	0.8%[50 µM]	-0.5	67	0.3%	0%	-3.2%	3%	-11%	3%
CCOC(=O)c1c(C)[nH]c(C(=O)Cn2c(=O)oc3ccccc32)c1C	19%	0.8%	-0.3	55	-0.1%	-4%	-0.8%	x	5%	6%
CCCN1CCN(C(=O)C2CCN(S(=O)(=O)c3ccc4c(c3)oc(=O)n4C)CC2)CC1	31%	-0.1%	-1.2	78	-0.1%	-7%	-0.3%	-1%	-3%	2%
O=C(O)COc1ccc(Cl)cc1CO	-36%	x	0.7	49	-0.1%	1%	6.2%	-17%	-18%	x
COc1ccc(-c2nc(CSCC(=O)NCCCN3CCCC3=O)c(C)o2)cc1OC	-38%	0.2%	-0.4	72	0.2%	-7%	0.1%	-20%	1%	5%
CCN(CC)CCNc1nc(-c2ccccc2)c2c(c1C#N)CC(C)(C)OC2	-1%	0.6%	-0.7	46	0.2%	15%	-3.9%	6%	15%	17%
CCOc1ccc(CC(=O)NCCc2cnc[nH]2)cc1	7%	1.0%[50 µM]	-0.6	93	-0.2%	4%	2.4%	-10%	5%	6%
Cc1ccc(Oc2ccc(N)cc2)cc1	3%	3.1%	1.9	59	-0.1%	18%	2.0%	-16%	1%	8%
O=C(O)c1cccc(S(=O)(=O)N2Cc3ccccc3C2)c1	-14%	0.0%	0.5	33	0.6%	18%	2.9%	-12%	10%	3%
Cc1cc2c(C)nc3ccccc3c2o1	-17%	0.9%	0.5	43	-0.1%	-4%	-0.9%	-13%	9%	3%
Cc1ccc(C(=O)NNC(=O)c2cc3cc4ccccc4nc3s2)cc1	11%	0.1%	1.1	50	0.7%	8%	-4.4%	52%	-12%	1%
COc1ccc(N2CCN(C(=O)c3cccc(NC(=O)c4ccco4)c3)CC2)cc1	4%	-0.3%[50 µM]	-0.2	63	-0.1%	14%	-5.7%	-28%	7%	28%
COc1cc2c(cc1NC(=O)c1cccnc1)oc1ccccc12	-12%	-0.5%	1.3	36	-0.1%	1%	0.6%	-53%	1%	18%
CCCn1nnc(NC(=O)c2ccc(-c3cccc(Cl)c3)o2)n1	-20%	-1.0%	1.3	84	0.0%	-4%	3.2%	-24%	4%	-4%
O=C(c1cc(COc2ccc(-n3cncn3)cc2)on1)N1CCCC1	-24%	0.0%[50 µM]	0.6	53	-0.1%	-7%	4.1%	-13%	-2%	6%
COc1cccc(C(=O)Oc2ccccc2/C=C\C(=O)c2cc3ccccc3o2)c1	-5%	0.1%	x	x	12%	15%	0.5%	-24%	25%	-18%
CNC(=O)COc1ccc2oc3c(c2c1)CCCC3	-15%	0.0%	-2.5	36	0.2%	-5%	-5.1%	-50%	11%	4%
O=S(=O)(Nc1ccccn1)c1ccc(-n2cccn2)cc1	-11%	0.1%	-0.6	54	0.2%	22%	8.5%	-7%	1%	-22%
Cc1ccc(C)c(NC(=O)C2CC3c4ccccc4C2c2ccccc23)c1 (stereo not drawn)	27%	11%	9.5	65	0.0%	-4%	0.1%	-28%	x	8%
COC(=O)c1c(NC(=O)c2ccc(OC(C)C)cc2)sc2c1CC(C)(C)NC2(C)C	-23%	-1.6%	7.2	75	-0.1%	8%	2.6%	-9%	-3%	2%
CC(=O)c1ccc(S(=O)(=O)N(C)CC(=O)NCC2CCCCC2)cc1	-6%	-0.2%	0.5	36	-0.1%	-3%	-3.1%	9%	88%	1%
COc1ccc(NC(=S)Nc2ccc(N)c([N+](=O)[O-])c2)cc1	15%	0.4%	-0.2	81	0.0%	6%	0.1%	-70%	-2%	17%
Cc1ccc(NC(=O)CSc2nnc(NC(=O)c3ccco3)s2)cc1	15%	0.4%	1.1	41	0.2%	-11%	-3.2%	-78%	-7%	x
CC(O)c1cccc(N=Cc2ccc3ccccc3c2O)c1 (stereo not drawn)	13%	-0.3%	0.3	53	-0.2%	11%	0.9%	-8%	4%	-2%
CCn1c2ccccc2c2cc(C3C(C#N)=C(N)Oc4n[nH]c(COC)c43)ccc21 (stereo not drawn)	-71%	3.6%	23	53	-0.1%	7%	5.1%	55%*	14%	9%
CCCOc1ccc(C(=O)Nn2c(C)nc3ccccc3c2=O)cc1	-2%	0.7%[50 µM]	-0.5	33	0.4%	-8%	-0.2%	-16%	13%	3%
Nc1ccc(C(=O)CC(=O)Nc2ccc(Cl)cc2)cc1	-17%	1.4%	-0.8	52	0.0%	15%	-5.3%	-2%	12%	6%
Cn1cc([C@@H]2C[C@H]3CN(Cc4cccc(Cl)c4)C(=O)[C@]34CCCN24)c(-c2ccccc2)n1	-16%[20 µM]	-3.7%	0.7	80	0.0%	5%	x	-4%	2%	7%
N#C/C(=N\Nc1ccc(S(=O)(=O)N2CCc3ccccc32)cc1)C(N)=S	13%	0.9%	2.1	45	0.1%	-6%	-5.9%	-19%	17%	11%
CNc1nc2ccccc2n1/N=C/c1cccc(OC)c1OC	25%	5.9%	6.8	76	-0.1%	-2%	-0.8%	9%	x	11%
CC(C)(C)OC(=O)CNC(=O)c1[nH]cnc1C(=O)NC(c1ccccc1)c1ccccc1	-5%[20 µM]	0.9%	25	61	0.0%	-8%	-2.1%	-13%	14%	10%
Cc1ccc(Cn2c(=N)n(CC(=O)c3ccc([N+](=O)[O-])cc3)c3ccccc32)cc1	-4%	-0.1%	12	73	-0.2%	-1%	1.4%	-34%	44%	10%
COc1ccccc1C1=NOC(COC(=O)c2ccc3ccccc3n2)C1 (stereo not drawn)	2%	4.1%	0.4	52	-0.1%	7%	3.2%	50%	20%	2%
CCOC(=O)Cn1cc(C#N)c2cccc(CC)c21	-2%	-1.3%	-0.7	33	-0.3%	8%	-1.3%	-18%	3%	-3%
COCCCN1C(=O)C(=O)/C(=C(/O)c2ccccc2)C1c1ccc2c(c1)OCO2 (stereo not drawn)	19%	0.0%	1.5	50	-0.1%	-6%	1.2%	-12%	17%	16%
COc1ccc(-c2cc(C#N)nc(Oc3ccc(Cl)cc3)n2)cc1	4%	3.1%	6.9	63	-0.1%	2%	32%	17%	1%	2%
